PGE2 EP2 inh: inhibitors of human EP2 prostaglandin E2 receptor; C6 glioma cells expressing human EP2, cAMP TR-FRET; cells stimulated with saturating PGE2; AID 1422; P43116; 260,000 tested, 0.52% active; inhibition, % at 25 µM;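 active = percent inhibition above 40 after rounding to a whole number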;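 also: rat C6 glioma host cells with rolipram phosphodiesterase inhibitor present; the protocol text gives 20 µM as final concentration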
Target sequence (P43116 whole entry, looked up): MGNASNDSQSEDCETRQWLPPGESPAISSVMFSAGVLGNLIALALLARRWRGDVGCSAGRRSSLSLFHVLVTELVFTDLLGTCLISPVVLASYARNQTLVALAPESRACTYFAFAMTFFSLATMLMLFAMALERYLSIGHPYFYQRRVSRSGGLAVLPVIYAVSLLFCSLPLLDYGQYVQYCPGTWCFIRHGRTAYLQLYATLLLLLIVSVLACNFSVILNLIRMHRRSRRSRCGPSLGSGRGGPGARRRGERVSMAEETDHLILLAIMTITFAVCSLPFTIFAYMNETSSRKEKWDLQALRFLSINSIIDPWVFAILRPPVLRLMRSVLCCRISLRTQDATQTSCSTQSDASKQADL
Runt-CBFb FRET: Runt domain-CBFb interaction inhibition | Q01196+Q13951 | Cerulean-Runt/Venus-CBFb FRET ratio 530/480, 1 h | inhibition, % at 20 µM | 220,000 tested, 0.46% active;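 active = inhibition over about 50% at 20 µM in the single-dose screen, limit read from the data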;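 also: 0% = DMSO wells and 100% = excess unlabeled CBFb competitor control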
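Measured by: fluorescence energy transfer, 422 nm excitation, 530/480 nm emission; test system: Cerulean-tagged RUNX1 Runt domain (FRET donor) fusion protein; buffer or medium: Tris pH 7.5 buffer with BSA; compound: one dose, 20 µM compound, 1% DMSO; times: two 1 h room-temperature incubations shielded from light; benchmarks: unlabeled CBFb 5 µM, positive control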
EP2 modulator: modulators of human EP2 prostaglandin E2 receptor | P43116 | EP2-expressing cells, cAMP HTRF FRET, PGE2 co-stimulation | induction, % at 25 µM | 260,000 tested, 0.83% active;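 active = compounds whose cAMP rise, as percent of the full-agonist control response, exceeds 60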;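 also: rat C6 glioma line stably carrying human EP2 under a CMV promoter; the protocol text gives 20 µM as final concentration; 100% = response of wells given 1 µM PGE2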
Runt-SMMHC FRET: Runt domain-CBFb-SMMHC interaction inhibition | Q01196+Q13951 | Cerulean-Runt/Venus-CBFb-SMMHC FRET ratio 530/480, 1 h | inhibition, % at 20 µM | 220,000 tested, 0.74% active | AID 1434;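 active = mean inhibition across duplicate retests at 20 µM reaching about 50%, limit read from the data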;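 also: 0% = DMSO wells and 100% = wells with excess untagged CBFb-SMMHC; inhibitors lower the FRET ratio by blocking Runt binding to CBFb-SMMHC; some results filed as inactive read as strong as hits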
RBBP9 inh: human RBBP9 hydrolase inhibition; recombinant RBBP9, FP-Rh probe fluorescence polarization; O75884; inhibition, % at 7.94 µM; 220,000 tested, 0.2% active;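 active = inhibition above the campaign mean of all tested compounds plus 3 SD, cut at about 14% in these data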;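 also: plate controls were DMSO wells with RBBP9 for no effect and wells lacking RBBP9 protein for full effect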
Target sequence (O75884 whole entry, looked up): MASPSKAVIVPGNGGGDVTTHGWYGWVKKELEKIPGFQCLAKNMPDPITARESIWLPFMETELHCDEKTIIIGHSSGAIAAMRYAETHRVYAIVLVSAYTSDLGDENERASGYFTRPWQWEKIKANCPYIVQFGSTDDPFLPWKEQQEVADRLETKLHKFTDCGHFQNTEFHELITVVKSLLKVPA
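Test system: recombinant human RBBP9; Timing: 30 min then 45 min, 25 °C; Detection: fluorescence polarization; Control set: RBBP9 with DMSO as uninhibited control, no-protein wells as full inhibition; Compound dosing: one concentration, 7.94 µM nominal, 0.794% DMSO; Probe or stimulus: FP-Rh activity-based probe, 375 nM before mixing.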
PERK inh: human PERK inhibition, primary cell-based screen | Q9NZJ5 | CHO PERK-DD fusion, SEAP luminescence translation reporter | 220,000 tested, 0.17% active | inhibition, % at 5.6 µM;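 active = inhibition above the mean inhibition of all tested compounds plus 3 SD, set separately per screening campaign, cut at about 2.9% in these data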;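 also: PERK kinase domain activated by AP20187 dimerizer at 100 nM; 0% = DMSO with dimerizer and 100% = rapamycin at 8.4 µM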
TNF death inh: blocks TNF-alpha induced death of Jurkat FADD-/- cells; Jurkat FADD-/- TNF necroptosis rescue, ATP luminescence, 24 h; 0 = TNF only, 100 = no-TNF cells; activation (protection from cell death), % at 10 µM; 220,000 tested, 0.068% active; AID 463075;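 active = activation, meaning protection from cell death, of at least 50% relative to plate controls; inactive = activation below 50%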;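 also: necroptosis triggered by 40 ng/mL TNF-alpha added together with compound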
L929 necroptosis: L929 zVAD cell death inhibition. L929 zVAD necroptosis rescue, ATP luminescence, 24 h; with zVAD 60 µM. viability rescue, % at 10 µM. 220,000 tested, 0.38% active. AID 1377;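 active = activation, scaled between plate controls, above about 75%, limit read from the data; inactive = activation under that limit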;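 also: 0% = zVAD with DMSO and 100% = DMSO alone without zVAD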
Hck Nef HTS: blocks Nef-activated human Hck kinase; AID 463187; Recombinant Hck-YEEI plus Nef, Z-Lyte FRET kinase assay; inhibition, % at 20 µM; 220,000 tested, 0.68% active;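 active = Hck-Nef kinase inhibition above about 50%, limit read from the data; inactive = inhibition below that limit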;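 also: 0% = DMSO with Hck plus Nef and 100% = Hck alone without Nef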
Target sequence (P08631 whole entry, looked up): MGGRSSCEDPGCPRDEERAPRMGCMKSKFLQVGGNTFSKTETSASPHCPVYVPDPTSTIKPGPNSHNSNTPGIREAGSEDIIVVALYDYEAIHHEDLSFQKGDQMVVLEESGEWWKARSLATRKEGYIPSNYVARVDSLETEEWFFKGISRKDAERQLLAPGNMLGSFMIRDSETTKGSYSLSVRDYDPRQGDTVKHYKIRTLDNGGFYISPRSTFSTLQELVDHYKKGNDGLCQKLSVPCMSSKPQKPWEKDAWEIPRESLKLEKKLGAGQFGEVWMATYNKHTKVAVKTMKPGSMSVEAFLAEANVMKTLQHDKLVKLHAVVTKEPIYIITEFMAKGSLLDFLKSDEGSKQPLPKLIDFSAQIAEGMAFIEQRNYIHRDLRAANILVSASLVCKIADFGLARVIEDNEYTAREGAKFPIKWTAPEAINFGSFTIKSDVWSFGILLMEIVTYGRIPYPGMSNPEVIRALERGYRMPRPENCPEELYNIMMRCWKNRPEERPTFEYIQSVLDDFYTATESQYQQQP
An asterisk follows results filed as active; & = joins results of further samples.

What do the screens show for `CCOC(=O)C1CCN(C(=O)c2cn(C)c(=O)c3cc(OC)c(OC)cc23)CC1`?
PGE2 EP2 inh: 6; Runt-CBFb FRET: -4; EP2 modulator: 14; Runt-SMMHC FRET: 1; RBBP9 inh: 7; PERK inh: -0.5; TNF death inh: 0.9; L929 necroptosis: 2.0; Hck Nef HTS: 1

What do the screens show for `COc1ccc(OC)c(C2=NOC(C(=O)Nc3c(C)n(C)n(-c4ccccc4)c3=O)C2)c1` (stereo not drawn)?
PGE2 EP2 inh: 10; Runt-CBFb FRET: 0; EP2 modulator: 22; Runt-SMMHC FRET: 2; TNF death inh: 4.5; L929 necroptosis: 0.2; Hck Nef HTS: 27

What do the screens show for `CSCCC(NS(=O)(=O)c1ccc2c(c1)c(=O)n(C)c(=O)n2C)C(=O)NC1CCN(Cc2ccccc2)CC1` (stereo not drawn)?
PGE2 EP2 inh: 4; Runt-CBFb FRET: 2; EP2 modulator: 20; Runt-SMMHC FRET: 0; RBBP9 inh: -6; PERK inh: 0.8; TNF death inh: 0.2; L929 necroptosis: -0.7; Hck Nef HTS: 8

Results for Cn1ncc(Cl)c1C(=O)N1CCc2ccccc21 ?
PGE2 EP2 inh: 11; Runt-CBFb FRET: 0; EP2 modulator: 25; Runt-SMMHC FRET: -7; RBBP9 inh: -2; PERK inh: -0.6; TNF death inh: 0.2; L929 necroptosis: 1.0; Hck Nef HTS: 0

Results for CCc1nnc(NC(=O)CSc2nc(-c3ccccc3)c(-c3ccccc3)o2)s1 ?
PGE2 EP2 inh: 9; Runt-CBFb FRET: -1; EP2 modulator: -16; Runt-SMMHC FRET: -8; RBBP9 inh: -2; PERK inh: 1.0; TNF death inh: 2.2; L929 necroptosis: 0.8; Hck Nef HTS: 0

How did COc1ccc(OC)c(NS(=O)(=O)c2ccc(Br)s2)c1 do in these assays?
PGE2 EP2 inh: 3; Runt-CBFb FRET: -1; EP2 modulator: 29; Runt-SMMHC FRET: 1; RBBP9 inh: -4; PERK inh: 1.6; TNF death inh: -3.8; L929 necroptosis: 2.2; Hck Nef HTS: 24

What do the screens show for `Cc1ccc(NC(=O)c2ccc(OC(=O)COc3cccc(Cl)c3)cc2)cc1`?
PGE2 EP2 inh: 7; Runt-CBFb FRET: 0; EP2 modulator: 1; Runt-SMMHC FRET: -1; RBBP9 inh: -2; PERK inh: 1.1; TNF death inh: -3.2; L929 necroptosis: 0.5; Hck Nef HTS: 5

How did N#Cc1ccc(N2Cc3ccccc3C2=NC(=O)c2cccnc2Cl)cc1 do in these assays?
PGE2 EP2 inh: 13; Runt-CBFb FRET: 1; EP2 modulator: 24; Runt-SMMHC FRET: 0; RBBP9 inh: -8; PERK inh: 0.3; TNF death inh: 0.5; L929 necroptosis: 0.3; Hck Nef HTS: 1

What do the screens show for `O=C(c1ccc(Sc2cccc(Cl)c2)c([N+](=O)[O-])c1)N1CCN(c2ccccn2)CC1`?
PGE2 EP2 inh: 5; Runt-CBFb FRET: -2; EP2 modulator: -11; Runt-SMMHC FRET: -2; RBBP9 inh: -7; PERK inh: 0.0; TNF death inh: 1.5; L929 necroptosis: 0.3; Hck Nef HTS: 27

How did CCn1c(SCC(=O)Nc2nc(-c3ccc(C)cc3)cs2)nnc1-c1ccccc1 do in these assays?
PGE2 EP2 inh: 3; Runt-CBFb FRET: -4; EP2 modulator: -23; Runt-SMMHC FRET: -3; RBBP9 inh: -3; PERK inh: 0.4; TNF death inh: -2.1; L929 necroptosis: -0.5; Hck Nef HTS: 0

How did COc1ccc(NC(=O)C(c2ccc(C)cc2)N(C)C(=O)CNC(C)=O)cc1 (stereo not drawn) do in these assays?
PGE2 EP2 inh: 10; Runt-CBFb FRET: 1; EP2 modulator: 23; Runt-SMMHC FRET: 2; RBBP9 inh: 3; PERK inh: 0.2; TNF death inh: 0.3; L929 necroptosis: 0.1; Hck Nef HTS: -3

What do the screens show for `O=[N+]([O-])c1ccc(/C=N/Nc2nc(NCc3ccccc3)nc(N3CCOCC3)n2)cc1`?
PGE2 EP2 inh: 3; Runt-CBFb FRET: 6; EP2 modulator: -28; Runt-SMMHC FRET: -5; RBBP9 inh: -4; PERK inh: -0.5; TNF death inh: -4.9; L929 necroptosis: 2.9; Hck Nef HTS: 21

Results for COC(=O)Nc1ccc(S(=O)(=O)N2CCC(C)CC2)cc1 ?
PGE2 EP2 inh: 5; Runt-CBFb FRET: 2; EP2 modulator: -14; Runt-SMMHC FRET: 2; RBBP9 inh: -9; PERK inh: -0.4; TNF death inh: 1.0; L929 necroptosis: 1.0; Hck Nef HTS: 1

How did CCNC(=O)NCCc1c[nH]c2ccc(Cl)cc12 do in these assays?
PGE2 EP2 inh: 9; Runt-CBFb FRET: -3; EP2 modulator: -35; Runt-SMMHC FRET: -5; RBBP9 inh: -6; PERK inh: 0.7; TNF death inh: 0.1; L929 necroptosis: 0.4; Hck Nef HTS: 4

What do the screens show for `O=C(NC(Cc1ccccc1)C(=O)O)/C(=C\c1ccc(Cl)cc1)NC(=O)c1ccccc1` (stereo not drawn)?
PGE2 EP2 inh: 2; Runt-CBFb FRET: 4; EP2 modulator: 3; Runt-SMMHC FRET: 6; RBBP9 inh: 3; PERK inh: -0.3; TNF death inh: 1.6; L929 necroptosis: 1.6; Hck Nef HTS: 3

What do the screens show for `O=C(/C=C/c1ccc(O)cc1)c1ccc(O)cc1O`?
PGE2 EP2 inh: 13&12&18; Runt-CBFb FRET: -5; EP2 modulator: -37&7&-9; Runt-SMMHC FRET: -21; RBBP9 inh: -6; PERK inh: 0.1; TNF death inh: -1.7; L929 necroptosis: 25; Hck Nef HTS: 16

Results for O=[N+]([O-])c1ccccc1S(=O)(=O)NCc1cccnc1 ?
PGE2 EP2 inh: 3; Runt-CBFb FRET: -1; EP2 modulator: 25; Runt-SMMHC FRET: 2; RBBP9 inh: 0; PERK inh: 0.1; TNF death inh: -0.7; L929 necroptosis: 2.9; Hck Nef HTS: 19

What do the screens show for `Cc1ccc(-c2nnc(SCC(=O)N3CC(C)CC(C)C3)o2)cc1C` (stereo not drawn)?
PGE2 EP2 inh: 2; Runt-CBFb FRET: -4; EP2 modulator: 26; Runt-SMMHC FRET: 0; RBBP9 inh: -6; PERK inh: 0.1; TNF death inh: 2.5; L929 necroptosis: 10; Hck Nef HTS: 5

What do the screens show for `Cc1ccc(N2C(=O)C3C4CC(=O)C(c5ccccc54)C3C2=O)cc1` (stereo not drawn)?
PGE2 EP2 inh: 5; EP2 modulator: 8; Runt-SMMHC FRET: -6; RBBP9 inh: -1; PERK inh: 1.6; TNF death inh: -2.5; L929 necroptosis: -0.2; Hck Nef HTS: 2

What do the screens show for `CC(C)OC(=O)C(CC(=O)O)NCc1ccccc1` (stereo not drawn)?
PGE2 EP2 inh: 3; Runt-CBFb FRET: -1; EP2 modulator: 22; Runt-SMMHC FRET: -4; RBBP9 inh: 5; PERK inh: 1.7; TNF death inh: -1.5; L929 necroptosis: 1.3; Hck Nef HTS: 1

How did Cc1nn(C)c2ncc(C(=O)c3cc(F)ccc3O)cc12 do in these assays?
PGE2 EP2 inh: 11; Runt-CBFb FRET: 3; EP2 modulator: -13; Runt-SMMHC FRET: 1; RBBP9 inh: -6; PERK inh: 0.1; TNF death inh: -0.8; L929 necroptosis: 0.6; Hck Nef HTS: 4

Results for COCCCNc1nc2c(-c3cccc(C)c3)nnn2c2ccccc12 ?
PGE2 EP2 inh: 12; Runt-CBFb FRET: -4; EP2 modulator: -22; Runt-SMMHC FRET: -1; RBBP9 inh: -7; PERK inh: -0.2; TNF death inh: -2.6; L929 necroptosis: -0.3; Hck Nef HTS: 17

Results for O=c1c2ccccc2c(C=Nc2ccc(S(=O)(=O)Nc3ncccn3)cc2)c(O)n1-c1cccc(Cl)c1 ?
PGE2 EP2 inh: 5; Runt-CBFb FRET: -5; EP2 modulator: 14; Runt-SMMHC FRET: 19; RBBP9 inh: -10; PERK inh: 1.1; TNF death inh: -2.6; L929 necroptosis: 0.1; Hck Nef HTS: 13

How did COc1ccc(OCC(=O)N2N=C(C(F)F)CC2(O)C(F)F)cc1 (stereo not drawn) do in these assays?
PGE2 EP2 inh: 3; Runt-CBFb FRET: -2; EP2 modulator: -1; Runt-SMMHC FRET: -4; RBBP9 inh: -4; PERK inh: 0.4; TNF death inh: 0.0; L929 necroptosis: -0.1; Hck Nef HTS: 3

What do the screens show for `COc1ccc(NC(=O)CN2CCc3ccccc3C2)cc1OC`?
PGE2 EP2 inh: 12; Runt-CBFb FRET: 1; EP2 modulator: -47; Runt-SMMHC FRET: -2; RBBP9 inh: -3; PERK inh: -0.4; TNF death inh: -1.1; L929 necroptosis: 2.9; Hck Nef HTS: 4

Results for CCn1cc(C(=O)O)c(=O)c2cc(F)c(N3CCN(C(=S)Nc4ccc(OC)cc4)CC3)cc21 ?
PGE2 EP2 inh: 8; Runt-CBFb FRET: 3; EP2 modulator: -3; Runt-SMMHC FRET: 2; RBBP9 inh: -6; PERK inh: -0.2; TNF death inh: 0.8; L929 necroptosis: -0.8; Hck Nef HTS: 16

How did CN(C)CCn1c(NC(=O)c2ccc(Cl)cc2)nc2ccccc21 do in these assays?
PGE2 EP2 inh: 25; Runt-CBFb FRET: 0; EP2 modulator: 12; Runt-SMMHC FRET: -8; RBBP9 inh: -5; PERK inh: -2.2; TNF death inh: 0.4; L929 necroptosis: -0.8; Hck Nef HTS: 2

How did CCN(CCCNc1ncnc2nc[nH]c12)c1cccc(C)c1 do in these assays?
PGE2 EP2 inh: 12; Runt-CBFb FRET: 2; EP2 modulator: 6; Runt-SMMHC FRET: 2; RBBP9 inh: 2; PERK inh: 0.3; TNF death inh: -3.3; L929 necroptosis: 1.3; Hck Nef HTS: 0

How did COc1ccc(-c2nc3ccccc3[nH]2)cc1 do in these assays?
PGE2 EP2 inh: 8; Runt-CBFb FRET: 1; EP2 modulator: -36; Runt-SMMHC FRET: -3; RBBP9 inh: -3; PERK inh: 0.8; TNF death inh: -15; L929 necroptosis: -2.7; Hck Nef HTS: -1

What do the screens show for `CN1C(=O)C(O)(CC(=O)/C=C/c2ccco2)c2ccccc21` (stereo not drawn)?
PGE2 EP2 inh: 5; Runt-CBFb FRET: 3; EP2 modulator: 15; Runt-SMMHC FRET: 5; RBBP9 inh: -5; PERK inh: 0.0; TNF death inh: 1.4; L929 necroptosis: 8.2; Hck Nef HTS: 28

Screens (PubChem BioAssay)

Not all compounds are listed (hit frequency here may not be typical).
